Compound activity (PubChem BioAssay)
Cneo AK release = causes C. neoformans cell lysis; adenylate kinase release luminescence, 4 h; normalised: neutral wells 0, clomiphene wells 100; lysis activity, % at 15 µM; actives 0.2% (n = 360,000); AID 651654;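 active means mean lysis activity across replicates of at least 80%, whatever share of replicates individually reach that level; inactive means mean lysis activity below 80%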
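Schedule: static 4 h at 37 °C with compound, 1 h detection; system: C. neoformans cells; benchmarks: Clomiphene as positive control; buffer or medium: fresh YPD medium; measure: luminescence rise reflecting yeast cell lysis; measured by: luminescent adenylate kinase detection reagent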
GSIS activator = GLuc luminescence reporter in INS-1E cells, primary screen for activators of glucose-dependent secretion of insulin; INS-1E GLuc reporter insulin secretion, 2-3 h; activation, % at 16.6 µM; actives 0.61% (n = 370,000);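 active means lowest replicate activation of at least 40%, so every replicate reaches that level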;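 further: 0% = median of neutral control wells and 100% = median of IBMX positive control wells; some compounds called inactive have numbers as strong as hits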
PGC1a acetyl inh = modulators of PGC1a acetylation | U2OS PGC1a acetylation, AlphaScreen anti-acetyl-lysine; with virally co-expressed GCN5 acetyltransferase | inhibition, % at 15.6 µM | actives 0.17% (n = 350,000);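 active means every replicate shows inhibition of at least 40%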;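 further: 0% = neutral control wells and 100% = positive control wells; some results beyond the cut were filed as inactive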
C2C12 statin = suppressors of simvastatin-induced myotoxicity in C2C12 myotubes | ATP luminescence, 48 h; scaled: DMSO 0, geranylgeraniol control 100 | rescue of ATP level, % at 7.49 µM | actives 0.78% (n = 330,000);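 active means mean ATP rescue above about 67%, or every replicate alone reaching that limit, limit read from the data, passing the limit was not always enough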;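 further: myotubes were challenged with 10 µM simvastatin during compound exposure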
LGR2 inh = Drosophila LGR2 receptor signaling inhibition | inhibition, % at 9.99 µM | AID 720647 | HEK293 LGR2, CRE-luciferase, bursicon-stimulated, 4 h | actives 0.35% (n = 380,000);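 active means drop in luminescence signal, shown as inhibition above about 50% in the replicate tests, limit read from the data, passing the limit was not always enough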;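 further: agonist challenge used bursicon conditioned medium at about half maximal strength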
PglD DTNB = inhibitors of Campylobacter jejuni PglD acetyltransferase; purified PglD enzyme, DTNB colorimetric CoA detection; inhibition, % at 12.5 µM; actives 0.098% (n = 360,000); AID 602405; in the data active means inhibition above about 16%, passing the limit was not always enough; further: strong numbers were not always called active
ARNT-TACC3 inh = disruptors of human ARNT/TACC3 interaction; Q9Y6A5; AlphaScreen His-ARNT PAS-B/GST-TACC3 binding, luminescence; TACC3 fragment carries E629A point mutation; inhibition, % at 9.99 µM; actives 0.66% (n = 390,000);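 active means mean inhibition of replicates at least 50% and at least half of replicates each reaching 50%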;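 further: 0% = complete ARNT plus TACC3 wells and 100% = ARNT alone without TACC3; many hits fall short of the cut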
PAX8 reporter = inhibitors of PAX8 transcriptional activity in RMG-I cells; inhibition, % at 12.6 µM; RMG-I TPO-luciferase reporter, SteadyGlo, 24 h; actives 1.2% (n = 360,000); AID 652154;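 active means mean replicate inhibition at least 60% with every replicate also reaching 60%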;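 further: luciferase light reporting Pax8 driven TPO promoter activity; plate controls were median of neutral control wells for no effect and mitoxantrone controls for full effect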
Starred values were filed as active, the others as inactive; nt = no result given. Rows were taken by chance; 2.9% or so of the library scored in one or more.

Preview, four compounds:
SMILES	Cneo AK release	GSIS activator	PGC1a acetyl inh	C2C12 statin	LGR2 inh	PglD DTNB	ARNT-TACC3 inh	PAX8 reporter
CCN1CCN(C(=O)C2CCN(S(=O)(=O)c3cccc4cccnc34)CC2)CC1	-3	8	-12	-4	-12	-4	-7	-7
Cn1c(Cc2ccccc2)nnc1SCC(=O)NCCc1ccccc1	nt	7	4	nt	5	nt	26	16
CO[C@H]1CN(C)C(=O)c2cc(NC(C)=O)ccc2OC[C@@H](C)N(C(=O)c2cnccn2)C[C@H]1C	1	7	10	-5	12	1	4	-15
COc1cc(C(F)(F)F)nc2c(Br)c(C(C)(C)C)nn12	4	0	7	nt	-6	8	nt	-1

Main list, previewed entries included:
SMILES	Cneo AK release	GSIS activator	PGC1a acetyl inh	C2C12 statin	LGR2 inh	PglD DTNB	ARNT-TACC3 inh	PAX8 reporter
CCN1CCN(C(=O)C2CCN(S(=O)(=O)c3cccc4cccnc34)CC2)CC1	-3	8	-12	-4	-12	-4	-7	-7
Cn1c(Cc2ccccc2)nnc1SCC(=O)NCCc1ccccc1	nt	7	4	nt	5	nt	26	16
CO[C@H]1CN(C)C(=O)c2cc(NC(C)=O)ccc2OC[C@@H](C)N(C(=O)c2cnccn2)C[C@H]1C	1	7	10	-5	12	1	4	-15
COc1cc(C(F)(F)F)nc2c(Br)c(C(C)(C)C)nn12	4	0	7	nt	-6	8	nt	-1
CCCCN1CC(C)(C)[C@H](CC(=O)NC)C1=O	0	6	4	0	19	1	nt	-21
C=CCOC(=O)[C@@H]1[C@H]2C(=O)O[C@H](c3ccccc3)[C@H](c3ccccc3)N2[C@H](c2ccc(OCCOC(=O)[C@@H]3C[C@@H]4C(=O)NCC(=O)N4[C@@H]3c3ccc(O)cc3)cc2)[C@@]12C(=O)Nc1ccc(I)cc12	-1	nt	16	nt	nt	2	22	nt
O=C(OCn1ncc(Cl)c(Cl)c1=O)c1ccc(C(F)(F)F)cc1	nt	12	-154	-16	8	6	0	nt
COc1ccc(N(CC(=O)N/N=C/c2cccnc2)S(=O)(=O)c2ccccc2)c(OC)c1	0	4	-1	-5	4	3	2	5
CC1=NOC(=O)/C1=C\c1ccc(-c2ccc(Br)cc2)o1	nt	-1	-11	nt	nt	nt	-2	33
Cc1ccc(/C(O)=C2/C(=O)C(=O)N(CC(=O)O)C2c2ccc([N+](=O)[O-])cc2)cc1 (stereo unspecified)	5	1	-19	4	0	-3	5	-100
C/C=C/c1ccc2c(c1)O[C@H](CN(C)C(=O)c1ccncc1)[C@@H](C)CN([C@H](C)CO)S2(=O)=O	1	4	2	3	20	-1	-4	10
OCc1cn(-c2ccccc2)nc1-c1ccc2c(c1)OCCO2	0	nt	-3	nt	nt	-1	-2	nt
COc1cccc(C(=O)Nc2ncc3c(n2)CC(C)CC3=O)c1 (stereo unspecified)	2	nt	nt	9	nt	6	-4	-20
O=C(CCCn1c(=S)[nH]c2ccsc2c1=O)NCc1ccco1	4	4	-6	7	nt	0	32	nt
CC(C)(C)C(=O)NC(=C(Cl)Cl)P(=O)(O)O	-1	4	-82	-2	12	1	-11	nt
CCn1cnc2c(oc3ccccc32)c1=O	1	37	6	-1	-32	-2	1	-12
Cc1ccccc1SCC(=O)OCC(=O)N1CC(=O)Nc2ccccc21	1	3	nt	-5	10	-8	-4	11
COc1ccc(NC(=O)/C(C#N)=C\c2ccc(Br)o2)cc1	nt	3	nt	nt	-27	nt	0	-63
Clc1ccc(-c2csc(-c3cccnc3)n2)s1	-2	10	5	-27	-69	3	9	-38
Cc1ccc(C)c(N2CCN(C(=O)CCCn3ncn4c(cc5occc54)c3=O)CC2)c1	-6	-15	7	-4	9	7	nt	-3
NC(=S)NNc1cc(Cl)cc(Cl)c1	-1	nt	0	nt	nt	-2	8	24
CNC(=O)Nc1ccccc1F	-3	nt	8	-4	nt	-4	-4	1
Cc1cccc(C(=O)OCC(=O)c2cccc(Br)c2)c1O	0	5	nt	nt	-4	-1	nt	-6
CCOc1ccc(CN(C)CC(=O)Nc2cc(OC)c([N+](=O)[O-])cc2C)cc1	-1	-12	nt	nt	7	4	4	5
CCC(C)[C@H]1CNC(=S)N1CCC12CC3CC(CC(C3)C1)C2 (stereo partly specified)	10	35	nt	-17	11	-2	5	-8
COC(=O)CC(NC(=O)c1ccco1)c1ccc(C(C)C)cc1 (stereo unspecified)	-3	nt	-10	nt	nt	-7	-2	nt
NC(=O)NO	-1	-3	3	4	-1	2	-5	-3
Cc1ccc2c(CN3CCC(C(N)=O)CC3)cc(=O)oc2c1C	-2	-3	-7	13	1	-5	-2	8
N#Cc1cc2c(nc1SCc1ccncc1)CCC2	1	2	-2	-33	-3	-1	-1	nt
CCOc1ccc(C2C(C#N)=C(N)SC(N)=C2C#N)cc1OCC	0	nt	1	7	nt	-4	5	nt
Cc1cccc(S(=O)(=O)N2C[C@@H](O)COC[C@H]3O[C@@H](CC(=O)NCc4ccncn4)CC[C@@H]32)c1	3	1	5	0	-7	-1	-4	1
CSCCC(NC(=O)c1ccco1)C(=O)NCC(C)(C)N1CCOCC1 (stereo unspecified)	-1	-6	-7	8	-9	-5	-17	11
N#Cc1ccc(/C=C/C(=O)c2cccnc2)cc1	-2	9	-10	-1	81*	-5	-4	1
CCn1cc(CN2CCC(n3nccc3NC(=O)CCOc3ccccc3)CC2)c(C)n1	-6	38	nt	-24	0	-3	-10	7
C[C@H](CO)N1C[C@H](C)[C@H](CN(C)Cc2ccc3c(c2)OCO3)Oc2ccc(NC(=O)Cc3ccccc3)cc2CC1=O	7	-8	-1	7	-7	-2	nt	12
C[C@@H]1CN([C@H](C)CO)C(=O)Cc2cc(NC(=O)Cc3ccccc3)ccc2O[C@@H]1CN(C)C(=O)Nc1ccc2c(c1)OCO2	-9	-7	3	9	30	8	2	5
COCC(=O)N1C[C@@H]2[C@H](c3ccccc31)[C@@H](CO)N2Cc1ccccc1Cl	-6	4	0	-2	-2	-2	3	10
O=C(c1cnn2c(C(F)(F)F)cc(-c3ccco3)nc12)N1CCc2ccccc2C1	5	nt	3	3	nt	7	8	nt
CCc1ccc(NC(=S)N2CCCCCCC2)cc1	-10	-21	-5	-8	-26	1	-1	-123
COc1ccc(NC(=O)CNC(=O)CC23CC4CC(CC(C4)C2)C3)c(OC)c1	-1	-19	nt	28	8	-1	1	-12
COc1ccccc1CNC(=O)COC(=O)COc1ccccc1Cc1ccccc1	1	23	nt	-3	11	-1	-4	12
C#CCCc1ccccc1/C=[N+](/C)[O-]	0	nt	-3	10	-10	-3	0	21
O=C(CSc1nc(C2CC2)nc2ccccc12)N1c2ccccc2Sc2ccc(C(F)(F)F)cc21	-2	nt	-14	5	nt	3	1	nt
C[C@H]1CN([C@@H](C)CO)S(=O)(=O)c2ccc(-c3ccccc3)cc2O[C@@H]1CN(C)C(=O)Cc1ccccc1	-11	-24	-1	-26	16	0	-16	2
COc1cccc(NC(=O)CCNC(=O)N2CC(=O)Nc3ccccc32)c1	-1	6	3	25	-9	0	3	-13
Cc1ccc(-c2nn(-c3ccccc3)cc2C=O)o1	-3	-7	nt	-1	6	4	-5	-122
CCCN(C)C[C@H]1OCCCC[C@H](C)Oc2ccc(NC(=O)c3ccncc3)cc2C(=O)N([C@H](C)CO)C[C@H]1C	nt	18	6	-25	13	nt	nt	-7
CCOC(=O)N1CCN(C(=O)c2cnn3c(C(F)F)cc(-c4ccc(C)cc4)nc23)CC1	2	nt	10	-2	nt	-2	-15	nt
N#CC1=C(N)C(C#N)(C#N)[C@H](c2ccncc2)[C@H]2CN(C(=O)OCc3ccccc3)CC=C12	-1	-7	1	4	20	5	-4	nt
Cc1cc(C)n(CC(O)Cn2c(C)c(C)c3ccccc32)n1 (stereo unspecified)	-1	-1	8	24	10	8	5	nt
COc1cccc(CNS(=O)(=O)/C=C/c2ccc(OC)c(OC)c2)c1	0	23	6	11	7	0	nt	-1
CC(C)C1C(=O)N(Cc2cn(Cc3ccco3)nn2)CCS(=O)(=O)N1Cc1ccc(-c2ccc(Cl)cc2)cc1 (stereo unspecified)	-3	-12	-4	0	34	-4	nt	52
C[C@@H]1CN([C@@H](C)CO)C(=O)c2cc(C#CCc3ccccc3)cnc2O[C@H]1CN(C)C(=O)C1CCOCC1	-1	-6	0	-5	1	-3	-8	-7
CC(C)(C)NC(=O)NC(=O)CN1CCN(c2ncc(C(F)(F)F)cc2Cl)CC1	10	nt	nt	-26	nt	0	-4	8
CCC(OC(=O)c1cc2sccc2n1C)C(=O)NCC1CCCO1 (stereo unspecified)	0	6	1	5	-7	-2	-5	nt
O=c1c(Cl)c(N2CCN(S(=O)(=O)c3ccc(F)cc3)CC2)cnn1-c1cccc(Cl)c1	7	nt	-7	4	nt	-2	0	nt
CN(Cc1cccnc1)C(=O)CCCc1c[nH]c2ccccc12	0	-14	nt	9	15	-5	-4	5
COc1ccc(C#Cc2ccc([C@@H]3[C@H]4CN(C(=O)Nc5cccc(F)c5)CCCCN4[C@H]3CO)cc2)cc1	-1	14	-12	-12	2	-8	8	15
O=C(OCc1nc2ccc(Cl)cc2n1CCO)c1ccc(O)cc1	-4	-2	nt	nt	-3	-4	4	10
O=C(Cc1ccc(NC2=NC3CS(=O)(=O)CC3S2)cc1)Nc1ccc(F)cc1 (stereo unspecified)	-1	3	-3	-8	-3	1	1	-6
Additional entries.
SMILES	Cneo AK release	GSIS activator	PGC1a acetyl inh	C2C12 statin	LGR2 inh	PglD DTNB	ARNT-TACC3 inh	PAX8 reporter
COc1cccc(/C=N/NC(=O)C(=O)N2CCCCCC2)c1OC	-1	8	nt	-4	-7	1	-4	4
COc1ccc(CN2CCNC(=O)C2CC(=O)NC2CCCCCCC2)cc1C (stereo unspecified)	3	16	4	-3	0	1	-2	0
CC(=O)N1C(c2ccccc2)CC(=O)OC1c1ccc2c(c1)OCO2 (stereo unspecified)	2	nt	3	nt	nt	4	-20	nt
C[C@@H]1CN([C@@H](C)CO)S(=O)(=O)c2ccc(C#CC3CC3)cc2O[C@H]1CN(C)C(=O)C1CCCCC1	nt	-21	-13	-42	16	nt	nt	nt
CCCN(C)C[C@@H]1Oc2cc(C#Cc3ccc(F)cc3)ccc2S(=O)(=O)N([C@@H](C)CO)C[C@@H]1C	2	3	-32	-3	14	2	-3	nt
O=C(NNS(=O)(=O)c1ccc(Br)cc1)C1CCCCC1	nt	-2	7	2	32	nt	-2	4
C[C@H](CO)N1C[C@H](C)[C@H](CN(C)C(=O)Nc2ccccc2F)Oc2ncc(-c3cccc(F)c3)cc2C1=O	1	-6	-2	26	8	2	-3	-12
CCCNC(=O)N(C)C[C@@H]1Oc2cc(C#CCOC)ccc2S(=O)(=O)N([C@H](C)CO)C[C@@H]1C	3	29	-8	0	-3	-1	-3	nt
O=C(COC(=O)c1cncc(Br)c1)Nc1ccc2c(c1)OCO2	nt	6	nt	nt	37	nt	-1	35
CCN(Cc1ccccc1)C(=O)C1CCN(Cc2ccc(SC)cc2)CC1	nt	-10	2	nt	2	nt	-8	-3
O=C(Nc1ccc(Cl)cc1)c1ccc2snnc2c1	-4	nt	2	2	-51	4	-6	-27
Cc1cc(=O)oc2cc(OCC(=O)N3CCOCC3)c(Cl)cc12	-1	4	nt	-5	4	2	4	-4
COCCn1c(=S)[nH]c2cc(OC)c(OC)cc2c1=O	3	4	10	14	0	3	5	nt
Cc1cc(N)c(C)c([N+](=O)[O-])c1C	nt	20	nt	nt	-1	nt	0	6
Cc1ccc(C(=O)n2c(N)nc3ccccc32)cc1	-7	4	10	-44	89*	2	0	65*
CC1(C)CC(=O)c2cc(C(=O)NC3CCSC3=O)c(=O)n(-c3ccc(Cl)cc3)c2C1 (stereo unspecified)	nt	12	nt	nt	-7	nt	-6	3
